BAZ2B block – BAZ2B (human) inhibition; Q9UIF8; AlphaScreen BAZ2B-H3K14Ac peptide displacement; Potency, µM (doses to about 114 µM), for inactives: at the highest dose activity change, negative = inhibition, usual class: inhibitors; 360,000 compounds, 4.4% hits; AID 504333; also: potency is read from the fitted curve at half-maximal effect; % is scaled to controls: 0 for no effect and ±100 for the full control effect; nearly all actives have a fitted effect of over 60% in size
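AlphaScreen displacement: compounds (up to 110uM) incubated 30 min at room temperature with a preformed 50 nM BAZ2B/50 nM biotinylated H3K14Ac peptide complex in PBS pH 7.4 with Tween-20. Donor and acceptor beads at 10 ug/mL final added, 20 min light-protected before reading.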
HP1b binding inh – HP1-beta chromodomain-methylated histone interaction inhibition | P83916 | AlphaScreen HP1-beta / biotin-H3K9me3 peptide binding | Potency, µM (doses to about 114 µM), inactives show at the highest dose activity change, negative = inhibition, usual class: inhibitors | 390,000 compounds, 0.56% hits; also: potency is read from the fitted curve at half-maximal effect; nearly all actives have a fitted effect of over 70% in size; inactives centre near 23
Target sequence (P83916 whole entry, looked up): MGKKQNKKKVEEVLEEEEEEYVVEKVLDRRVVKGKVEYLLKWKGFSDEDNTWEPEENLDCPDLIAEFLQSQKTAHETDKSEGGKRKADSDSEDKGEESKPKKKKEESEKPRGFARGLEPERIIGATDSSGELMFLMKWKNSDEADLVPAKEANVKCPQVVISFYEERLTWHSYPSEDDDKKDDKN
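AlphaScreen: HP1-beta (50 nM) preformed 30 min with biotin-H3(1-18)K9me3 peptide (50 nM) in PBS pH 7.4, 0.01% Tween-20. Compound added for 30 min at RT, then streptavidin donor/nickel chelate acceptor beads (10 ug/mL) for 30 min.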
JMJD2A Tudor inh – inhibitors of human JMJD2A Tudor domain | AlphaScreen JMJD2A-Tudor / H3K4me3 peptide binding | Potency, µM (series often up to 114 µM), for the others: at the highest dose activity change, negative = inhibition, usual class: inhibitors | 390,000 compounds, 4.4% hits | AID 504339; also: potency is read from the fitted curve at half-maximal effect; % is scaled to controls: 0 for no effect and ±100 for the full control effect; nearly all actives have a fitted effect of over 50% in size
Pol eta inh – DNA polymerase eta (human) inhibition | Q9Y253 | recombinant Pol eta, fluorescent DNA replication assay | Potency, µM (highest dose often 114 µM), inactives show at the top dose activity change, negative = inhibition, usual class: inhibitors | 390,000 compounds, 1.2% hits; also: potency is read from the fitted curve at half-maximal effect; % is scaled to controls: 0 for no effect and ±100 for the full control effect
Target sequence (Q9Y253 whole entry, looked up): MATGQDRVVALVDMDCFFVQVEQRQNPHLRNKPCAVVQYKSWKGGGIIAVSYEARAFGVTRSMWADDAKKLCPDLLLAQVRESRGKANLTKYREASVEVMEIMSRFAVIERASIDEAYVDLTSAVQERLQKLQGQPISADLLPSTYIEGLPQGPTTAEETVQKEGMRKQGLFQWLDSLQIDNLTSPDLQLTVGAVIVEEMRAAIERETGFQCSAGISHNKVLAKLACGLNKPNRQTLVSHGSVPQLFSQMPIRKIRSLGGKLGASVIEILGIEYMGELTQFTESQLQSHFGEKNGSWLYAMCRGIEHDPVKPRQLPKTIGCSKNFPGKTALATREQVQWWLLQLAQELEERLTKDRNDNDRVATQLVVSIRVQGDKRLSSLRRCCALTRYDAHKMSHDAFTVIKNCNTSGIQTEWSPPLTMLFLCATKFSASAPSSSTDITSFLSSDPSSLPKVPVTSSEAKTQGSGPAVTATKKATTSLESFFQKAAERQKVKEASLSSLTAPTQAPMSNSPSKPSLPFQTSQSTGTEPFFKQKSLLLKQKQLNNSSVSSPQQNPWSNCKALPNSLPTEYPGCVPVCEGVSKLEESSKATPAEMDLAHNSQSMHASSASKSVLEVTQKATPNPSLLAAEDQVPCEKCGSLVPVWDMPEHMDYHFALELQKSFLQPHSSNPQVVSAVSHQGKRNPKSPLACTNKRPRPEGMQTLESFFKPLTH
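Pol eta at 10 nM preincubated with compounds 15 min at room temperature; reaction started with fluorescent substrate (50 nM final) and read kinetically at 0 and 10 min.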
PI4K2A block – blocks human PI4K2A kinase activity. purified PI4K2A, ADP-Glo luminescence, 1 h; hits give low values. 420,000 compounds, 0.13% hits. activity change, negative = inhibition, % at 76.9 µM; in the data active = activity change below about -50%; inconclusive = mostly about -30% to -49%;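 also: -100% = wells without enzyme as full effect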
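In this quantitative HTS, ADP production by PI4K2A was quantified luminescently after 1 h at ambient temperature; 100 microM adenosine served as plate-quality control.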
GLS inh – inhibitors of human glutaminase (GLS). Potency, µM (doses to about 45.5 µM), for the others: top-dose activity change, negative = inhibition, most hits filed as inhibitors. O94925. GLS enzymatic activity, qHTS titration. 410,000 compounds, 0.21% hits; also: potency is read from the fitted curve at half-maximal effect; % is scaled to controls: 0 for no effect and ±100 for the full control effect
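Coupled fluorescence readout: glutamate oxidase/HRP/Amplex Red detect glutamate formed by hKGA from L-glutamine (1 mM solution added). Buffer 45 mM KH2PO4 pH 8.2, 0.02% Tween-20; reads at t0 and 30 min RT.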
G9a block – G9a (human) methyltransferase inhibition. Q96KQ7. Potency, µM (doses to about 102 µM), for inactives: at the top dose activity, negative = inhibition, actives largely listed as inhibitors. AID 504332. 350,000 compounds, 8.8% hits. G9a H3K9 monomethylation, AlphaScreen, 2 h; also: potency is read from the fitted curve at half-maximal effect; % is scaled to controls: 0 for no effect and ±100 for the full control effect; nearly all actives have a fitted effect of over 75% in size
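AlphaScreen read-out: biotin-H3K9 peptide (500 nM) methylation by 20 nM enzyme with 20 uM SAM, 2 h at room temperature after 15 min compound preincubation; anti-monomethyl H3K9 antibody plus donor/acceptor beads, 10 min dark.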
Tb PGK inh – T. brucei PGK inhibition; P07378; PGK/GAPDH coupled, Kinase-Glo luminescence, 60 min; Potency, µM (top dose mostly 57.5 µM), for inactives: at the top dose activity change, negative = inhibition, actives largely listed as inhibitors; 380,000 compounds, 0.043% hits; AID 602233; also: potency is read from the fitted curve at half-maximal effect; % is scaled to controls: 0 for no effect and ±100 for the full control effect; nearly all actives have a fitted effect of over 60% in size
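Recombinant glycosomal PGK reaction used 1,3-bisphosphoglycerate generated in-well by GAPDH (100nM final) in 100mM TEA pH 7.6, 5mM MgCl2, 0.01% Tween-20. After 60 minutes at room temperature, ATP was read by Kinase-Glo Plus luminescence end-point.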
Pin1 inhibitor – blocks the human prolyl isomerase Pin1 | Pin1 FP peptide displacement, HiFluor488, 10 min | Potency, µM (series often up to 115 µM), inactives show at the highest dose activity, negative = inhibition, actives largely listed as inhibitors | 390,000 compounds, 0.009% hits; active = well fitted inhibition curve with a large enough effect in the polarisation, with a control signal flat, not every such curve was filed as active; inconclusive = small, poorly fitted or top-dose-only effect, or effect the other way, or a change in a side signal; inactive = no such curve, though single readings can be large or run the other way; the % refers to the polarisation; also: potency is read from the fitted curve at half-maximal effect; % is scaled to controls: 0 for no effect and ±100 for the full control effect
Numbers without * were called inactive; i = inactive; u = inconclusive; x = not tested or not shown; & = joins results of further samples; [ ] = remark or other dose. Unless noted, calls follow the shape of the dose curve; as a rule, active = well fitted curve in the direction sought with a large enough effect; inconclusive = small, poorly fitted or top-dose-only effect, or another doubt; inactive = no such curve, though single readings can be large; an effect the other way counts as inactive or inconclusive.

JMJD2A Tudor inh,G9a block,Pin1 inhibitor,GLS inh,HP1b binding inh,Pol eta inh,Tb PGK inh,BAZ2B block,PI4K2A block,canonical_smiles
-6%,12%,6%,7%,22%,-11%,5%[11.5 µM],5%,-2,Cc1ccc(OCC(=O)NC2CCS(=O)(=O)C2)cc1 (stereo not drawn)
-4%,7%,4%,5%,23%,9%,2%,2%,3,CCn1cc(C(=O)NCCC(=O)NCCO)c(=O)c2cc3c(cc21)OCO3
-2%,8%[59 µM],12%,-7%,52%[activator],x,x,3%,-2,CC(=O)Nc1ccc(NC(=O)CCC(=O)c2ccc(C)cc2)cc1
-3%&-22%,-4%,0%&38%,5%&-3%,43%&55%[activator],-11%&-8%,-10%&-2%,-16%&-12%,-2&-2,COC(=O)c1ccc(Cn2nnc3c(=O)[nH]c(C4CCCN(S(=O)(=O)c5ccccc5)C4)nc32)cc1 (stereo not drawn)
-22%,-4%[12.7 µM],4%,4%,7%,-22%,i,-5%,17,CCc1ccc2[nH]c(=O)c(CN(Cc3ccc4c(c3)OCO4)Cc3nnnn3C3CCCC3)cc2c1
-17%,35%[59 µM],-1%,-3%,13%[57 µM],-18%,-4%,-8%,-3,COc1ccc(CC(=O)NCc2nc3cccnc3n2Cc2ccccc2)cc1
-9%,u,7%,-2%,27%,-13%,-6%,7%,0,CS(=O)(=O)N(CC(=O)NCc1ccc2c(c1)OCO2)Cc1ccc(Cl)cc1
-8%,25%,-13%,2%,16%,-10%,i,-3%,2,O=C(NCCO)c1cccc2c1-c1ccccc1C2=O
-25%,u,2%,15%,38%,u,-9%,79µM*,-2,O=C(CCS(=O)(=O)c1ccccc1)Nc1nc2cc3c(cc2s1)OCCO3
-26%,u,-1%,-9%,-3%,-6%,-4%,-35%,2,COc1ccc(-c2cc(C#N)nc(N3CCN(C)CC3)n2)cc1
-8%,-3%,-6%,-3%,34%,-24%,8%,5%,0,COc1ccc(OCC(O)CN2CCCCC2)cc1 (stereo not drawn)
7%,6%[59 µM],3%,8%,40%[activator],-13%,-3%,0%,-1,CC1CCCN(c2nc3c(S(=O)(=O)c4ccc(C(C)C)cc4)nnn3c3ccsc23)C1 (stereo not drawn)
-4%,-2%,-1%,-6%,25%,-8%,-5%,1%,0,Cc1noc(C)c1CSc1nnc(-c2ccccc2)o1
-13%,u,14%,-4%,24%,-11%,-12%,4%,1,Cc1sc2ncnc(N3CCC(C(=O)Nc4sc5c(c4C(N)=O)CCC(C)C5)CC3)c2c1C (stereo not drawn)
-12%,x,-1%,-2%,12%,0%,6%,-11%,1,Cc1ccc(C)c(N(CC(=O)N2CCCC2)S(C)(=O)=O)c1
x,x,x,-5%,x,u,10%,x,-2,CC(C)C1C(=O)N(Cc2cn(CCC3OCCCO3)nn2)CCS(=O)(=O)N1Cc1ccc(-c2ccc(Cl)cc2)cc1 (stereo not drawn)
-32%,16%[0.501 µM],45%[activator],-5%,22%,u,i,-6%,-1,CC(=O)Nc1ccc(NC(=O)CCc2nc3sc4c(c3c(=O)[nH]2)CCCC4)cc1
-2%,-6%[59 µM],0%,0%,36%,-1%,i,8%,-1,COc1cccc(Cn2cnc3c(NS(=O)(=O)c4ccc(Cl)cc4)c(C)c(C)cc32)c1
4.5µM*,u,-1%,4%,u,1%,3%,20µM*,9,O=C(O)c1cscn1
u,-11%[0.0925 µM],u,5%,-33%,-5%,-4%,45µM*,-54*,COc1ccc(/C=N/Nc2snc(SC)c2C#N)cc1OC
-4%,5%,0%,2%,-1%,-20%,-3%,-5%,1,CCCn1c(=O)c(/C(N)=N/O)nn(-c2cccc(C(F)(F)F)c2)c1=O
-4%,-4%,-5%,0%,29%,-2%,-2%,-2%,1,O=C(NCc1cccc2ccccc12)Nc1ccccc1
-4%,-2%,23%,-6%,23%,-16%,-5%,7%,0,COc1ccc(-c2cc(C(=O)Nc3ccc(C(N)=O)cc3)c3ccccc3n2)cc1OC
-11%,57%[activator],-2%,3%,28%,2%,2%,-4%,-1,Cc1ccc2ccc(S(=O)(=O)NCc3ccccn3)cc2c1
-4%,-5%[59 µM],15%,13%,15%,-11%,-5%,-14%,2,O=C(NCCc1ccc(Cl)cc1)c1ccc2c(c1)N(Cc1ccc(F)cc1Cl)C(=O)CS2
3%,75%[activator],-1%,-4%,30%,-17%,-4%,1%,0,COc1ccc(/C=C(/NC(=O)c2ccco2)C(=O)Nc2ccc(C(C)=O)cc2)cc1
-10%,-18%,-4%,-13%,46%[activator],-13%,i,-5%,11,COc1ccc(Cc2nc3ccc(C(=O)NCCc4ccncc4)cc3o2)cc1OC
-7%,34%,1%,-1%,26%,5%,8%,-16%,4,CCOC(=O)C(=O)Nc1ccccc1C(=O)NCc1ccccc1
-32%,-8%[59 µM],5%,-8%,25%[57 µM],-23%,i,-11%,-4,O=S(=O)(NCc1nc2cccnc2n1Cc1ccccc1)c1ccc2c(c1)CCCC2
-26%,-42%,-1%,-1%,-1%,4%,-5%,-13%,-3,NC(=S)NC(=O)/C=C/c1ccccc1
11µM*,u,-6%,45%&78%[activator],4µM*,-14%,-7%,40µM*,-5,NC(=S)N=Nc1ccc(NN=C(N)N)cc1
x,x,x,24%,x,5%,-2%,x,1,CSc1ncccc1C(=O)NNC(=O)c1csc(N2CCOCC2)n1
-15%,-2%[59 µM],5%,0%,20%,-12%,4%,11%,-2,CCn1cc2nc(SCC(=O)Nc3ccc(OC)c(Cl)c3)n(Cc3ccc(OC)cc3)c(=O)c2n1
-3%,12%,-3%,4%,24%,-13%,-7%,-11%,3,O=C(c1cc(COc2ccc(F)cc2F)on1)N1C[C@H]2CC[C@H]1C2
-13%,-3%,-7%,5%,6%,-6%,x,5%,-7,Cc1c(NC(=O)c2ccccc2NS(=O)(=O)c2ccc(F)cc2)c(=O)n(-c2ccccc2)n1C
u,-50%[59 µM],u,15%,5%,-16%,7%,-38%,1,Cc1ccc(/C=C(\NC(=O)c2ccc(C)cc2)c2nc(=S)[nH][nH]2)cc1
-6%,u,1%,7%,30%,-16%,12%,-16%,-4,CCCN(CCC)CCNC(=O)CN1C(=O)COc2ccc(S(=O)(=O)N3CCC(C)CC3)cc21
-21%,u,5%,3%,27%,-26%,-4%,-19%,0,CCOC(=O)C1=C(C)NC(=O)NC1c1cn(-c2ccccc2)nc1-c1ccc(OC(C)C)cc1 (stereo not drawn)
-20%,20%,-9%,-2%,-8%,-3%,i,18%,2,Cc1ccc(S(=O)(=O)N2CCOCC2)cc1C(=O)N(C)CCOc1ccc(Cl)cc1
-12%,-5%[59 µM],-5%,-2%,29%,-7%,-7%,5%,0,Cc1nnc(SCC(=O)N2c3ccccc3CC2C)[nH]c1=O (stereo not drawn)
-17%,6%,1%,-1%,23%,-4%,-14%,-1%,-2,CC(=O)Nc1cccc(OCCCNC(=O)c2ccc(C(C)(C)C)cc2)c1
-6%,-7%[59 µM],2%,-21%,14%,8%,-3%,2%,4,CC(=O)c1cc2c(cc1NC(=O)Cn1nc(-c3ccc(F)cc3)ccc1=O)OCO2
-4%,x,-10%,5%,33%,-9%,2%,5%,-2,COC(=O)CN(C)C(=O)c1ccc(OC2CCN(S(=O)(=O)N(C)C)CC2)cc1
-5%[11.4 µM],8%[59 µM],-12%,-8%,72%[activator],-12%,i,-2%,3,CC(C)NS(=O)(=O)c1ccc(CCC(=O)O)cc1
x,x,x,-6%,x,-18%,-1%,x,1,C[C@@H]1CN([C@H](C)CO)C(=O)c2c(c3ccccc3n2C)-c2ccccc2CO[C@H]1CN(C)Cc1ccc(C(F)(F)F)cc1
4%,61%[activator][59 µM],u,9%,49%[activator],-20%,-3%,6%,3,COC(=O)C1=CN(Cc2ccc(OC)c(OC)c2)C=C(C(=O)OC)C1c1cccc(O)c1
8%,-4%,2%,2%,24%,-16%,-5%,-21%,8,CCOCCNC(=O)c1ccc2c3c(cccc13)CC2
4%,0%,-3%,1%,35%,-7%,-9%,-2%,3,O=C(NCCCNC(=O)c1ccc(Cl)cc1Cl)c1cnccn1
-12%,3%[59 µM],2%,1%,30%,-16%,-1%,3%,-2,O=C(O)c1ccc(NCc2cccs2)cc1
14µM*,x,1%,1%,u,-5%,8%,x,3,CN(C)c1ccc(C=C2C=Cc3ccccc32)cc1
-7%,u,0%,0%,47%[activator],-8%,-8%,-17%,1,COc1cc(C(=O)Oc2cccnc2)cc(OC)c1OC
43%[activator],u,10%,1%,115%[activator],u,i,38%[activator],4,COC(=O)c1c(C)nc2c(c(SC)nn2-c2ccccc2)c1N
x,x,x,9%,x,-5%,1%,x,2,CCN(CC)S(=O)(=O)c1ccc(O)c(C(=O)OCC(=O)N2CCCc3ccccc32)c1

Assay outcomes: PubChem BioAssay, National Center for Advancing Translational Sciences (NCATS)

This is a subset, so the mix of outcomes need not match the whole.
